Assay outcomes from PubChem.
SDO1 yeast rescue: growth rescue of sdo1-depleted yeast, primary screen, S. cerevisiae, bone marrow failure model | actives 0.21% (n = 140,000) | z-score at 10 µM | S. cerevisiae sdo1-depleted JHY4D growth rescue, OD600 30 h; stronger effect = higher value; pdr5 snq2 efflux-pump mutant strain;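 active = z-score above 3 at both the 24 hr and the 30 hr optical density reads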;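 also: z-score against mean and SD of all compound wells on the same plate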
Insulin prom inh: inhibitors of insulin promoter-driven GFP, primary screen, imaging, TRM-6 cells (human fetal islet line), eGFP reporter, cell count; actives 0.9% (n = 130,000); AID 1273, 2008; inhibition, % at 2 µM; reporter expression induced with tamoxifen;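 active = inhibition above the mean plus 3 SD, with well images judged a real hit on visual review, cut at about 60% in these data, passing the limit was not always enough; inconclusive = inhibition over the cutoff but images rejected on review; inactive = inhibition not above the cutoff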
SDO1 yeast rescue Rescue 24 h: further read-out of SDO1 yeast rescue, marked with its call; z-score; S. cerevisiae sdo1-depleted JHY4D growth rescue, OD600; measured here: growth rescue at 24 h;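 0 is the plate mean of compound wells and units are plate SD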
* = called active by the depositor; ? = inconclusive; / = no result given; & = joins results of further samples.

SDO1 yeast rescue,SDO1 yeast rescue Rescue 24 h,Insulin prom inh,mol
0.63,1.4,-3,CCCC(C)C(=O)NCc1ccc2c(c1)OCO2 (stereo not given)
/,/,-29,CC(NCC1(N2CCOCC2)CCCCC1)C(=O)Nc1ccc(Cl)cc1Cl (stereo not given)
0.01,0.32,-19,Cc1ncc2c(c1OC(=O)c1ccccc1)COC(C)(C)OC2
1.1,2.2,/,CCN(CC)CCOC(=O)c1c(C)n(C)c2ccc(OC)cc12
0.81,-0.34,10,CC(C)CCNCC1OCc2ccccc2CO1
-0.56,-0.09,11,O=C(Nc1ccc([N+](=O)[O-])cc1)c1nc[nH]c1C(=O)NC1CCCCC1
-2,-1,48,CCOC(=O)c1ccc(S(=O)(=O)n2c(CN3CCCCC3)nc3ccccc32)cc1
1.5,1.9,-19,CC1CC(C)CN(C(=O)CSC2=Nc3ccccc3C3=NC(Cc4c[nH]c5ccccc45)C(=O)N23)C1 (stereo not given)
0.18,-0.25,27,CC1(C)CC(=O)C(C=NCCN2CCN(C(=S)Nc3ccccc3)CC2)=C(O)C1
-0.05&1.2,-0.64&1.3,-21,CCOC(=O)c1ccc(S(=O)(=O)N2CCC(C(=O)OCC)CC2)cc1
1,0.6,6,O=S(=O)(c1ccc(S(=O)(=O)N2CCN(Cc3ccccc3)CC2)cc1)N1CCOCC1
/,/,-50,COc1ccccc1-c1ccc(=O)n(CC(=O)NCc2ccco2)n1
/,/,29,CS(=O)(=O)N1N=C(c2cccs2)CC1c1ccc(Cl)o1 (stereo not given)
-1.6,0.97,33,C=CCn1c(SCC(=O)Nc2cc3oc4ccccc4c3cc2OC)nnc1-c1cnccn1
-1.4,-0.61,/,Cn1c(=O)c2c(nc(Br)n2Cc2ccc3ccccc3c2)n(C)c1=O
-0.23,-0.25,40,NC(=O)[C@@H]1CCCCNc2c(F)cc([N+](=O)[O-])cc2C(=O)N[C@@H](CC(=O)O)C(=O)NCC(=O)N1
0.03,0.39,14,CCN(CC)C(=O)C1=C(C)NC(=S)NC1c1cn(-c2ccccc2)nc1-c1ccc(Cl)cc1 (stereo not given)
-0.19,-0.13,/,COCCCn1c(=N)c(C(=O)NCc2ccc3c(c2)OCO3)cc2c(=O)n3ccccc3nc21
0.33,0.31,/,Cc1c(C(=O)O)c2cc(O)ccc2n1-c1ccccc1
/,/,-41,N/C(=N\OC(=O)c1cc(Cl)ccc1Cl)c1ccncc1
1.3,1.1,-20,CN1CCN(NC(=O)CN2C(=O)/C(=C/c3c(Cl)cccc3Cl)SC2=S)CC1
-0.52,-0.99,0,Cc1ccc(S(=O)(=O)N2CCC(=O)N(CCOCc3cccc(Cl)c3)CC2)cc1
0.84,0.19,-16,Cc1ccc(-n2ncc3c(Nc4c(C)n(C)n(-c5ccccc5)c4=O)ncnc32)c(C)c1
0.45,0.49,15,CC1=NN(C(=O)c2ccc(Cn3nc(C)cc3C)o2)C(O)(C(F)(F)F)C1 (stereo not given)
-0.26,-0.23,-43,CCNc1nc(NCC)nc(SCCOC(=O)COc2ccc(Cl)cc2Cl)n1
-0.7,-0.38,7,COc1cccc(Nc2nc(-c3cccs3)nc3ccccc23)c1
-0.93,-0.82,-18,COc1ccc(NC(=O)CSc2nnc(C3CC3)n2-c2ccccc2)cc1
/,/,40,COc1ccc(-c2nnc(S/C(=C/c3ccc(Cl)cc3)C(=O)O)o2)cc1
0.13,0.51,23,COCC(=O)Nc1nnc(-c2cccs2)s1
-1.4,-0.95,-61,Cc1ccccc1CSCCNC(=O)c1ccc(Cl)c(S(=O)(=O)N2CCOCC2)c1
1.1,1.3,55,COc1ccc(C(=O)N2CCSC2=S)cc1OC
-1.1,-1.2,47,CSc1nsc(SCC(=O)Nc2ccc(C(C)=O)cc2)n1
0.61,0.27,/,O=C(CNS(=O)(=O)c1cccs1)Nc1ccc2c(c1)OCCO2
/,/,-38,Cc1cccc(NC(=O)N(Cc2cc3cc(C)ccc3[nH]c2=O)CC2COCCO2)c1 (stereo not given)
0.21,-0.06,25,O=C1N=C(N2CCOCC2)CS1
-0.49,-0.98,57,CC1CCN(S(=O)(=O)c2ccc(C(=O)Nc3ccccc3-c3nc4ccccc4[nH]3)cc2)CC1
-0.08,-0.93,/,O=C(NCCCn1ccnc1)c1ccc2c(c1)OCCO2
0.78,0.61,-8,Cc1nn(-c2ccc(C(=O)O)cc2)c(C)c1Oc1ccccc1O
-0.83,-0.16,20,CC(Oc1ccccc1)C(=O)Nc1ccc(S(=O)(=O)N2CCOCC2)cc1 (stereo not given)
0.02,-0.42,-11,Cc1ccc2cc(CN(CCN3CCCC3)C(=O)Nc3ccc(F)cc3)c(=O)[nH]c2c1C
1.2,1,-394,Cc1ccc(S(=O)(=O)CCC(=O)O)cc1C
-0.29,-1,32,CC(C)(C)[C@]1(O)CCN2C[C@H]3c4ccccc4CCc4cccc(c43)[C@@H]2C1
-0.32,0.7,2,COC(=O)N/N=C/c1cn(Cc2ccc(Cl)cc2Cl)c2ccccc12
-1.3,-0.3,-17,c1ccc(C2=Nn3c(nnc3-c3cc(-c4ccccc4)n[nH]3)SC2)cc1
0.58,0.53,-5,Cc1ccc(OC(C)C(=O)O)cc1C (stereo not given)
/,/,36,COc1cccc(C(=O)Nc2cc(S(=O)(=O)N3CCCCC3)ccc2OC)c1
0.61,0.4,29,COCC(=O)NCc1ccc2c(c1)cc(C)n2C
-1.4,-1.2,32,Cn1c(Cl)c(C(=O)Nc2ccc(Cl)cc2)c2ccccc21
1.4,0.48,/,COc1ccc(S(N)(=O)=O)cc1C(=O)NCC1(N2CCCCC2)CCCCC1
-0.23,-0.54,-100,Cc1ccc2cc3cc(C(=O)NCCCN4CCCCCC4)oc3nc2c1
/,/,?,COC(=O)C(C)Sc1nc2c(c(-c3ccc(OC)cc3)c1C#N)-c1ccccc1C2=O (stereo not given)
-0.17,0.23,25,CC(C)C(c1nnnn1C1CCCC1)N1CCCCC1 (stereo not given)
-0.34,-0.12,-48,Cc1nc2c(sc3nc4c(cc32)COC(C)(C)C4)c(=O)n1Cc1ccccc1
-0.24,-0.7,29,Cc1cc(C)c(C(N)=O)c(Nc2cccc(Cl)c2)n1
0.76,0.66,-12,Cc1cccn2c(=O)c(/C=C(\C#N)S(=O)(=O)c3ccccc3)c(N3CCC(C(N)=O)CC3)nc12
0.3,-0.16,33,Cc1nc(SCC(=O)Nc2cccc(Cl)c2)n[nH]1
-0.34,-0.16,-55,O=C(NC1CCCC1)c1cnn2c(C(F)(F)F)cc(-c3ccco3)nc12
-1.1,-0.87,/,O=c1c2ccccc2c(-c2ccc(O)cc2)nn1-c1cccc(C(F)(F)F)c1
/,/,-27,O=C(CCN1C(=O)/C(=C/c2ccccc2Cl)SC1=S)NC1=NCCS1
0.06,0.07,/,Cc1nc(NCCc2ccc(F)cc2)c(C#N)c(C)c1[N+](=O)[O-]

A draw from above in order of length of the SMILES, largest number first:
SDO1 yeast rescue,SDO1 yeast rescue Rescue 24 h,Insulin prom inh,mol
-1.3,-0.3,-17,c1ccc(C2=Nn3c(nnc3-c3cc(-c4ccccc4)n[nH]3)SC2)cc1
/,/,-27,O=C(CCN1C(=O)/C(=C/c2ccccc2Cl)SC1=S)NC1=NCCS1
-0.08,-0.93,/,O=C(NCCCn1ccnc1)c1ccc2c(c1)OCCO2

Returning to the listing, repeating the 7 entries before the break.
SDO1 yeast rescue,SDO1 yeast rescue Rescue 24 h,Insulin prom inh,mol
-0.24,-0.7,29,Cc1cc(C)c(C(N)=O)c(Nc2cccc(Cl)c2)n1
0.76,0.66,-12,Cc1cccn2c(=O)c(/C=C(\C#N)S(=O)(=O)c3ccccc3)c(N3CCC(C(N)=O)CC3)nc12
0.3,-0.16,33,Cc1nc(SCC(=O)Nc2cccc(Cl)c2)n[nH]1
-0.34,-0.16,-55,O=C(NC1CCCC1)c1cnn2c(C(F)(F)F)cc(-c3ccco3)nc12
-1.1,-0.87,/,O=c1c2ccccc2c(-c2ccc(O)cc2)nn1-c1cccc(C(F)(F)F)c1
/,/,-27,O=C(CCN1C(=O)/C(=C/c2ccccc2Cl)SC1=S)NC1=NCCS1
0.06,0.07,/,Cc1nc(NCCc2ccc(F)cc2)c(C#N)c(C)c1[N+](=O)[O-]
0.22,0.52,-167,O=C(Nc1cccc2ncccc12)C(Cl)(Cl)Cl
2.1,2.5,/,CCOC(=O)N1CCN(C(=S)Nc2cccc(C)c2C)CC1
0.04,0.22,3,Cc1ccccc1Nc1n[nH]c(C)c1[N+](=O)[O-]
0,-1.1,29,CCCc1nnc(NC(=O)CN2C(=O)c3ccccc3S2(=O)=O)s1
/,/,-22,CCOC(=O)N1CCN(c2cc(NCCO)c([N+](=O)[O-])c3nonc23)CC1
-0.79,-0.88,-53,CN(C)S(=O)(=O)c1ccc(NCC2COc3ccccc3O2)c([N+](=O)[O-])c1 (stereo not given)
-0.45,-0.89,-33,Cc1nnc(SCC(=O)NCc2ccccc2)s1
-0.04,-0.58,-38,Cc1cc(/C=N/n2cnnc2)c(C)n1-c1ccc(C(=O)O)cc1
-0.49,-0.85,-23,CCOc1ccc(NC(=O)CCSc2nnc(C)s2)cc1
-1.3,-0.8,/,CCc1nc(SCC(=O)NCc2ccc(F)cc2)c2c(=O)n(C)c(=O)n(C)c2n1
-0.46,-1,-31,Cn1nnc2sc3c(c2c1=O)CCCC3
-0.56,-0.43,/,CC(=O)c1c(C)[nH]c(C(=O)CSc2nnc(-c3ccc(Cl)cc3)n2CC2CCCO2)c1C (stereo not given)
-0.2,-0.41,/,Cc1nc(NC(=O)CSc2nnnn2Cc2ccccc2)sc1C
/,/,30,O=C(Cn1c(C(F)(F)F)nc2ccccc21)N=Nc1c(O)[nH]c2ccc(Br)cc12
-0.53,-0.26,34,COC(=O)c1sccc1-c1ccc(/C=N/OC(=O)c2ccccc2)o1
-0.57,-0.02,7,COc1ccc(/C=C/C(=O)NCCCc2ccccc2)cc1
-1.2,0.56,/,CCOC(=O)Cc1cc(-c2ccc(O)cc2)nc2ccc3ccccc3c12
-0.72,-0.78,/,Cc1ccc2cccc(SCC(=O)NCc3ccco3)c2n1
-0.13,0.22,37,O=C(N/N=C/c1cn(-c2ccccc2)nc1-c1cc2ccccc2o1)c1cccnc1
0.23,-0.04,-14,Cc1cc(C)n(CCCNC(=O)c2ccc(S(=O)(=O)NCc3ccco3)cc2)n1
-0.69,-0.64,-48,Cc1ccc(C(C)C)c(OCC(=O)NNC(=O)C(C(C)C)N2C(=O)c3ccccc3C2=O)c1 (stereo not given)
-0.51,0.08,10,CCOC(=O)c1c(NC(=O)c2ccc(Cl)cc2)csc1C
/,/,-53,COCCCN1C(=O)/C(=C\c2cccs2)C(C(=O)OC)=C1C
-0.85,-1.3,/,CCOC(=O)C1CCN(c2ncnc3c2oc2ccccc23)CC1
-0.81,-0.92,-16,CCOC(=O)c1ccc(NC(=O)CSc2nnc(COc3ccccc3OC)n2C)cc1
/,/,11,O=c1oc(-c2ccc([N+](=O)[O-])cc2)nc2ccccc12
0.4,-0.16,/,COc1cc(NC(=O)C2CCCN2S(=O)(=O)c2ccc3c(c2)CCC(=O)N3)cc(OC)c1 (stereo not given)
1,1.5,-39,CN(C)c1nc(Oc2ccc(=O)n(C)n2)nc(N2CCOCC2)n1
-1.3,0.07,-48,CCOC(=O)c1nnn(CC(=O)N2N=C(c3ccc(Cl)cc3)CC2c2ccccc2)c1C(=O)OCC (stereo not given)
/,/,-14,Cc1cccc(N2CCN(C(=O)c3cc(=O)[nH]c4ccccc34)CC2)c1C
-0.27,1.8,/,CCOC(=O)c1c(Nc2nc(C)c(C(=O)NC)s2)sc(C)c1C
-0.33,-1.1,43,N#Cc1c(N)c(C(=O)c2ccccc2)n2c1CCC2
-0.47,-0.42,-425,O=C(CCc1ccc(S(=O)(=O)NCCc2ccccc2)cc1)NCc1ccco1
0.14,0.57,/,Brc1cnc(N2CCCC2)nc1N1CCCCC1
/,/,21,CCOc1ccc2nc(SC3CC(=O)N(c4ccc(OC)cc4OC)C3=O)sc2c1 (stereo not given)
/,/,64,Cc1cc(C)n2nc(C(=O)OCC(=O)c3c[nH]c4ccccc34)nc2n1
-0.09,-0.79,-8,NS(=O)(=O)c1ccc(NC(=S)Nc2ccc(F)c(F)c2)cc1
0.4,-0.2,0,COc1cc(Cl)c(C)cc1NC(=O)CSCC#N
-0.61,-0.77,23,Cc1ccc(NC(=O)N2CCN(Cc3ccc4c(c3)OCO4)CC2)cc1
-0.65,-0.31,-34,CC(C)C(=O)N1CCN(c2ccc([N+](=O)[O-])c(NC(C)c3ccccc3)c2)CC1 (stereo not given)
-0.93,0.07,31,COc1ccccc1-c1ccc(Nc2cccc(C(F)(F)F)c2)nn1
0.47,0.03,31,Oc1ccc(C(=S)N2CCCCC2)cc1Cl
/,/,-75,CCCCC(c1nnnn1CC1CCCO1)N1CCN(c2ccccc2)CC1 (stereo not given)
-1.7,0.17,-23,O=S(=O)(/C=C/c1ccccc1)NC1CCCCCCC1
0.18,0.29,25,COc1ccc(Nc2nc(C)cc(C)c2C(N)=O)c(OC)c1

Limited to SDO1 yeast rescue, for some of the entries so far:
mol,SDO1 yeast rescue
COc1ccc(S(N)(=O)=O)cc1C(=O)NCC1(N2CCCCC2)CCCCC1,1.4
O=c1c2ccccc2c(-c2ccc(O)cc2)nn1-c1cccc(C(F)(F)F)c1,-1.1
Cc1ccc(S(=O)(=O)CCC(=O)O)cc1C,1.2
Cc1cccn2c(=O)c(/C=C(\C#N)S(=O)(=O)c3ccccc3)c(N3CCC(C(N)=O)CC3)nc12,0.76
CC(Oc1ccccc1)C(=O)Nc1ccc(S(=O)(=O)N2CCOCC2)cc1 (stereo not given),-0.83
